# Assay outcomes deposited in PubChem by several laboratories.
# Scp-1 inhibitor: Scp-1 (human) phosphatase inhibition; AID 493091; Recombinant Scp1, phosphopeptide, malachite green phosphate absorbance; 0.88% of 340,000 active; inhibition, % at 20 µM; Q9GZU7;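 active = inhibition above about 50% at 20 µM, limit read from the data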;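 note: plate controls were DMSO wells with enzyme for no effect and wells lacking enzyme for full effect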
#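 Test system: SCP-1 phosphatase catalytic domain, residues 76-261; measured by: colorimetric phosphate reagent with accelerator and stabiliser, absorbance at 630 nm; timing: enzyme reaction 45 min at room temperature, colour 5 min, stabilisation 30 min; also added: Phosphorylated 17-residue peptide substrate; compound dosing: one concentration, 20 µM, with 1.0% DMSO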
# STEP block: inhibitors of human striatal-enriched phosphatase STEP; inhibition, % at 20 µM; recombinant STEP, OMFP fluorogenic substrate, fluorescence; P54829; 0.25% of 360,000 active; AID 588621;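 active = inhibition at 20 µM, scaled per plate between control wells, above about 37%, limit read from the data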;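 note: 0% = DMSO with enzyme and substrate and 100% = substrate only without enzyme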
#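 medium = Bis-Tris buffer pH 6.0, 2.5 mM DTT, 0.005% Tween 20 | test system = STEP (striatal-enriched tyrosine phosphatase) enzyme, cell-free | measure = normalized % inhibition | compound dosing = 20 µM, 1% DMSO | also added = 25 µM OMFP | schedule = reaction 20 min, ambient temperature | measured by = fluorescence read at 480 nm ex / 540 nm em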
# CSN inh: CSN deneddylation inhibition | Q92905 | Purified CSN, SCF-Nedd8-OG deneddylation, fluorescence polarization | inhibition, % at 12.5 µM | 0.38% of 360,000 active;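 active = pattern-corrected inhibition above about 35%, with an unprinted fluorescence ratio check between 0.5 and 1.5, limit read from the data, passing the limit was not always enough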;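 note: 0% = enzyme with substrate and 100% = substrate without enzyme; some results filed as inactive read as strong as hits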
#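 Assay system: purified human Csn5 enzyme expressed in HEK293T cells; Input: 0.24 nM Csn5 enzyme, final concentration; Reagent: 10 nM SCFSkp2-Nedd8OG; Compound dosing: 12.5 µM single point; Times: reaction 90 min, room temperature; Technique: fluorescence polarization readout.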
# SUMO1 PPI mod: modulators of human SUMO1-mediated protein-protein interactions; P63165; SUMO1 binding to a labelled peptide, TR-FRET, 1 h; inhibition, % at 20 µM; 0.33% of 360,000 active; AID 602429; in the data active = inhibition above about 37%
# LMPTP inh: LMPTP (human) inhibition | P24666 | recombinant LMPTP-A, OMFP fluorogenic substrate, fluorescence intensity | inhibition, % at 20 µM | 0.22% of 360,000 active;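 active = compounds that cut the enzyme signal by at least half of the control window in the single-dose screen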;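 note: plate controls were DMSO wells with enzyme plus substrate for no effect and substrate without enzyme for full effect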
#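 Assay system: LMPTP-A, protein tyrosine phosphatase of low molecular weight / Medium: pH 6.0 Bis-Tris buffer with DTT and Triton X-100 / Schedule: 50 min enzyme reaction at room temperature, protected from light / Measured by: endpoint fluorescence intensity from OMFP dephosphorylation / Read-out basis: % inhibition relative to no-enzyme and uninhibited control wells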
# MLLE-PAM2 inh: blocks PAM2 peptide binding to the PABP1 MLLE domain. P11940. inhibition, % at 20 µM. GST-MLLE / FITC-PAM2 fluorescence polarization. 0.36% of 360,000 active. AID 588489; in the data active = inhibition above about 35%, passing the limit was not always enough;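 note: plate controls were DMSO wells with GST-MLLE for no effect and wells lacking GST-MLLE protein for full effect; some results filed as inactive read as strong as hits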
# NadD inh: inhibitors of Staphylococcus aureus NadD | purified NadD enzyme, colorimetric absorbance read-out | inhibition, % at 20 µM | 0.78% of 360,000 active | AID 602399; in the data active = inhibition above about 26%; note: some compounds past the cut are filed as inactive
# Rpn11 block: Rpn11 (human) deubiquitinase inhibition; 0.59% of 360,000 active; O00487; calls only at 20 µM; human 26S proteasome, Ub4-pepOG fluorescence polarization; 20S core pre-blocked with epoxomicin;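 active = inhibition at 20 µM, scaled to each plate's controls, above about 33%, limit read from the data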
# Tb MetRS inh: Trypanosoma brucei MetRS inhibition; purified T. brucei MetRS, ATP depletion, Kinase-Glo luminescence; inhibition, % at 11.9 µM; 0.4% of 360,000 active;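 active = inhibition above a per-plate cutoff of the control wells' mean inhibition plus 3 SD, cut at about 5.5% in these data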;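 note: 0% = DMSO wells median and 100% = median of wells with control inhibitor compound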
#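 System: purified T. brucei MetRS enzyme / Detection: Kinase-Glo luciferase luminescence reporting remaining unconsumed ATP / Medium: HEPES buffer with MgCl2, KCl, DTT, spermine, BSA, pyrophosphatase / Replication: singlicate, one well per compound / Evaluation: percent inhibition relative to median high and low control wells / Schedule: 2 h aminoacylation at 25 °C after 15 min preincubation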
# DNMT1 block: blocks human DNA methyltransferase DNMT1; 0.83% of 360,000 active; inhibition (reported as % activation of signal), % at 10 µM; DNMT1 molecular beacon, Hinp1I cleavage, fluorescence; in the data active = inhibition above about 50%
# Target sequence (P26358 504-1616 limits assumed): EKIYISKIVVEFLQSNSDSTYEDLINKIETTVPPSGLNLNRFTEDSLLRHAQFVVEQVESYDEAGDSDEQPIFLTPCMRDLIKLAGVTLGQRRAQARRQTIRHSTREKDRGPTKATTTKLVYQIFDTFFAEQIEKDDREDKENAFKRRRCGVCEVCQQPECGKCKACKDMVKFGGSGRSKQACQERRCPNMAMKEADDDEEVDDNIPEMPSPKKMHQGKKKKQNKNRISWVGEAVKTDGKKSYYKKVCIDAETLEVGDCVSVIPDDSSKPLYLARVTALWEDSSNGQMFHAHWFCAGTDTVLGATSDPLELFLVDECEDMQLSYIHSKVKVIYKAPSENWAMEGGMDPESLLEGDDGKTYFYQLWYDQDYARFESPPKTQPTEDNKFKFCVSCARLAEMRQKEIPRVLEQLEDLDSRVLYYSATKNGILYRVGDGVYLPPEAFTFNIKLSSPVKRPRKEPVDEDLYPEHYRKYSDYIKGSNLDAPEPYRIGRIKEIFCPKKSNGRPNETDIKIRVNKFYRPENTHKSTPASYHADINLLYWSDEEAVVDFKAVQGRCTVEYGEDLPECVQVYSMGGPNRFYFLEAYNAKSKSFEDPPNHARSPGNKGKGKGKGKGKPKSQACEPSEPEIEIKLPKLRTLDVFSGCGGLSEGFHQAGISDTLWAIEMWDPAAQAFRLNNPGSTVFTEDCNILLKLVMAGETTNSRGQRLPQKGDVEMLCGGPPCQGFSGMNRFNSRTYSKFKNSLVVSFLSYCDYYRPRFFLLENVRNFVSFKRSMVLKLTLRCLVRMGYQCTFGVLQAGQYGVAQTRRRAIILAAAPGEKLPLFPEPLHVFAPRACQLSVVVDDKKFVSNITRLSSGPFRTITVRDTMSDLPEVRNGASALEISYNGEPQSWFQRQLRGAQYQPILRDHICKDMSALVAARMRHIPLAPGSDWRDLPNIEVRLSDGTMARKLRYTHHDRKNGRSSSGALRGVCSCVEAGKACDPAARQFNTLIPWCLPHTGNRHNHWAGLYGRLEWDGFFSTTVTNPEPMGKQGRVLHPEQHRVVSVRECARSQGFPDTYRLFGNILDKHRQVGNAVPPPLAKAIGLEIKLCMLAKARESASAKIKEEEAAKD
# * marks the source's active call; other numbers are inactive results; i = inactive; nt = not tested or not shown.
# Results follow in this order: NadD inh | CSN inh | MLLE-PAM2 inh | Scp-1 inhibitor | Rpn11 block | SUMO1 PPI mod | STEP block | DNMT1 block | LMPTP inh | Tb MetRS inh
1) O=C(Nc1ccc2c(c1)OCCO2)c1ccc(Cl)c([N+](=O)[O-])c1
  -9 | -10 | 1 | -12 | i | -24 | -2 | 0 | -0.3 | 0.1
2) O=C(Nc1ccccc1N1CCCC1)c1cccc(F)c1
  -2 | 0 | 2 | -2 | i | 0 | -2 | 0 | 0.8 | -0.1
3) Nc1ncc([N+](=O)[O-])c(N2CCCCCC2)n1
  0 | 0 | 16 | 6 | i | -6 | -3 | 3 | -0.7 | -1.1
4) COC(=O)c1ccccc1S(=O)(=O)NCc1nc2nc(C)cc(C)n2n1
  6 | -2 | 21 | -4 | i | -6 | 1 | 2 | 0.3 | 0.5
5) Cc1nc2scc(C)n2c(=O)c1S(=O)(=O)NCc1ccc(F)cc1
  0 | -3 | 1 | -2 | i | 4 | -3 | 0 | -0.2 | -0.6
6) O=C(Cn1nc(C(=O)O)c2ccccc2c1=O)Nc1cc(C(F)(F)F)ccc1-n1cncn1
  4 | 1 | 6 | -6 | i | -4 | 1 | 7 | -1.1 | -0.4
7) Cc1c(C(=O)OCC(=O)Nc2ccccc2OC(F)F)cccc1[N+](=O)[O-]
  -6 | 3 | 2 | -6 | i | -6 | -2 | 1 | 0.0 | -0.5
8) Cc1ccc(NC(=S)Nc2cccc3ccccc23)cc1F
  4 | 19 | 27 | -10 | i | -9 | 5 | -14 | 2.5 | -0.2
9) CCOC(=O)c1ccccc1NC(=O)CSC(C)C(=O)Nc1cc(C)on1 (stereo not given)
  -1 | 3 | 7 | -3 | i | 6 | 3 | 1 | -1.3 | -0.3
10) c1ccc(CSc2ncnc3c2oc2ccccc23)cc1
  -6 | 0 | -6 | -17 | i | -5 | 3 | -1 | 3.1 | -0.4
11) COc1cccc(NS(=O)(=O)NC(=O)c2cn(C)c3ccccc23)c1
  -5 | 1 | 14 | 13 | i | -3 | 1 | -2 | -1.4 | -0.3
12) O=C(O)c1cnc2ccccc2n1
  -3 | -1 | 25 | 4 | i | -13 | 0 | 0 | -1.5 | -0.2
13) CCc1cc(C(=O)NN2C(=O)NC3(CCCCC3)C2=O)sc1C
  -5 | -2 | 4 | 2 | i | 0 | 2 | 5 | -0.5 | -0.5
14) Cc1noc(C)c1S(=O)(=O)N1CCN(c2ccccc2Cl)CC1
  6 | 4 | 7 | -2 | i | -4 | 1 | 0 | 0.5 | -0.5
15) O=C(Nc1ccnn1C1CCN(C(=O)c2ccc(F)c(Cl)c2)CC1)C1CC1
  2 | 5 | 13 | -2 | i | 4 | 3 | 1 | -2.4 | -0.3
16) COc1ccc(NC(=O)CSc2nc3c([nH]c4ccccc43)c(=O)n2C)cc1
  5 | 7 | 4 | -7 | i | 4 | -2 | 5 | -1.0 | 0.1
17) Nc1nonc1C(=O)NCCNS(=O)(=O)c1ccc(F)cc1
  1 | -7 | 6 | -7 | i | 1 | -3 | 3 | -2.4 | -0.5
18) C#CC[N+](C)(C)CCCCCCCC
  2 | -3 | -3 | -1 | i | -3 | 0 | 0 | -2.5 | -0.2
19) Cc1cc(C(=O)Nc2ccccc2)c(C)o1
  -7 | -1 | 7 | -2 | i | -1 | 8 | -4 | -1.6 | 1.2
20) COc1ccc(C(=O)N2c3ccccc3CC2C)cc1OC (stereo not given)
  -3 | 8 | 1 | -5 | i | 2 | -2 | -2 | -0.2 | -2.9
21) Cc1sc(NC(=O)CSc2ncn(-c3ccccc3)n2)nc1-c1ccccc1
  2 | 0 | 25 | 38 | i | -1 | 6 | -11 | 2.5 | -0.5
22) CN(C)S(=O)(=O)c1ccc(C(=O)NCC(C)(C)CN=C2NS(=O)(=O)c3ccccc32)cc1
  -5 | -7 | 6 | -8 | i | 6 | 0 | 0 | -1.3 | -0.4
23) CCOP(=O)(OCC)/C(=N/OC(=O)c1cccc([N+](=O)[O-])c1)C(N)=O
  1 | 3 | 25 | -6 | i | -14 | 2 | 4 | -0.9 | -1.1
24) Cc1ccc(S(=O)(=O)NCCCCCCNS(=O)(=O)c2ccc(C)cc2)cc1
  -4 | 2 | 17 | nt | i | -1 | -3 | -6 | -0.2 | -0.1
25) COc1ccc(N2CCN(C(CNS(=O)(=O)c3ccc4c(c3)OCCO4)c3ccco3)CC2)cc1 (stereo not given)
  -3 | 5 | 6 | -21 | i | -4 | 0 | -9 | 0.7 | -0.6

# One compound at a time (already shown). Order of screens: NadD inh	CSN inh	MLLE-PAM2 inh	Scp-1 inhibitor	Rpn11 block	SUMO1 PPI mod	STEP block	DNMT1 block	LMPTP inh	Tb MetRS inh
# Results for O=C(Nc1ccnn1C1CCN(C(=O)c2ccc(F)c(Cl)c2)CC1)C1CC1 → 2	5	13	-2	i	4	3	1	-2.4	-0.3
# Results for Nc1nonc1C(=O)NCCNS(=O)(=O)c1ccc(F)cc1 → 1	-7	6	-7	i	1	-3	3	-2.4	-0.5

# Reprinted at random: 2 entries already listed
# Results follow in this order: NadD inh | CSN inh | MLLE-PAM2 inh | Scp-1 inhibitor | Rpn11 block | SUMO1 PPI mod | STEP block | DNMT1 block | LMPTP inh | Tb MetRS inh
1) O=C(Nc1ccc2c(c1)OCCO2)c1ccc(Cl)c([N+](=O)[O-])c1
  -9 | -10 | 1 | -12 | i | -24 | -2 | 0 | -0.3 | 0.1
7) Cc1c(C(=O)OCC(=O)Nc2ccccc2OC(F)F)cccc1[N+](=O)[O-]
  -6 | 3 | 2 | -6 | i | -6 | -2 | 1 | 0.0 | -0.5

# Shown with each value named: part of the list above.
2) O=C(Nc1ccccc1N1CCCC1)c1cccc(F)c1
- NadD inh: -2
- CSN inh: 0
- MLLE-PAM2 inh: 2
- Scp-1 inhibitor: -2
- Rpn11 block: i
- SUMO1 PPI mod: 0
- STEP block: -2
- DNMT1 block: 0
- LMPTP inh: 0.8
- Tb MetRS inh: -0.1

3) Nc1ncc([N+](=O)[O-])c(N2CCCCCC2)n1
- NadD inh: 0
- CSN inh: 0
- MLLE-PAM2 inh: 16
- Scp-1 inhibitor: 6
- Rpn11 block: i
- SUMO1 PPI mod: -6
- STEP block: -3
- DNMT1 block: 3
- LMPTP inh: -0.7
- Tb MetRS inh: -1.1

4) COC(=O)c1ccccc1S(=O)(=O)NCc1nc2nc(C)cc(C)n2n1
- NadD inh: 6
- CSN inh: -2
- MLLE-PAM2 inh: 21
- Scp-1 inhibitor: -4
- Rpn11 block: i
- SUMO1 PPI mod: -6
- STEP block: 1
- DNMT1 block: 2
- LMPTP inh: 0.3
- Tb MetRS inh: 0.5

5) Cc1nc2scc(C)n2c(=O)c1S(=O)(=O)NCc1ccc(F)cc1
- NadD inh: 0
- CSN inh: -3
- MLLE-PAM2 inh: 1
- Scp-1 inhibitor: -2
- Rpn11 block: i
- SUMO1 PPI mod: 4
- STEP block: -3
- DNMT1 block: 0
- LMPTP inh: -0.2
- Tb MetRS inh: -0.6
